RAD54 branch = RAD54 (human) branch migration inhibition. Q92698. RAD54 Holliday junction branch migration, FAM/BHQ fluorescence. inhibition, % at 10.4 µM. actives 0.14% (n = 360,000);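 active means mean normalized replicate activity at least 40 and at least half of replicates scoring 40 or more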;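 further: 0% = median of neutral control wells and 100% = median of positive control wells; inhibitors cause a drop in the FAM fluorescence signal; in these data hits start at about 50%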
miR-122 sensor = blocks miR-122 activity in Huh7 sensor cells. Huh7 miR-122 Renilla luciferase sensor, 48 h; neutral wells = 0, positive control = 100. activation (reporter increase), % at 12.5 µM. actives 0.3% (n = 340,000);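 active means mean replicate activation score at least 90 and every replicate individually at or above 90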;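 further: higher luciferase means less miR-122 activity so hits act as miR-122 inhibitors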
PglD inh = inhibitors of Campylobacter jejuni PglD acetyltransferase. purified PglD enzyme, DTNB colorimetric CoA detection. inhibition, % at 12.5 µM. actives 0.098% (n = 360,000). AID 602405; in the data active means inhibition above about 16%, passing the limit was not always enough; further: strong numbers were not always called active
RAD52 anneal inh = RAD52 (human) annealing inhibition; P43351; recombinant RAD52 DNA annealing, FRET fluorescence; inhibition, % at 18.7 µM; actives 0.46% (n = 360,000); AID 651710;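 active means every replicate showing at least 50% inhibition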
E-sel inducer = E-selectin induction on HUVECs | HUVEC E-selectin immunofluorescence imaging; normalized: neutral wells 0, TNF-alpha wells 100 | activation, % at 7.58 µM | actives 0.37% (n = 260,000) | AID 686992;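 active means mean E-selectin-positive cell signal at least 10% of the positive control, reached in at least 60% of replicates, without over 20% cell loss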;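 further: in these data hits start at about 27%; measured in HUVEC primary endothelial cells; signal is the percent of cells scored E-selectin positive by PE staining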
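Test system – human umbilical vein endothelial cells (HUVEC), E-selectin induction · Input – 3,000 HUVEC seeded per well · Buffer or medium – EGM-2, gelatin · Compound dosing – single-point compound dose · Detection – immunofluorescence imaging · Measure – percent E-selectin-positive cells · Controls – TNF-alpha high, DMSO low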
ERAP1 HTS inh = blocks human ERAP1 aminopeptidase activity; Q9NZ08; recombinant ERAP1, Leu-AMC fluorescence, 60 min; inhibition, % at 10.7 µM; actives 0.15% (n = 340,000); AID 652197;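 active means mean replicate inhibition of at least 30%, or all replicates individually reaching that 30% level; inactive means mean below 30% and not every replicate reaching it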;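 further: 0% = neutral control wells and 100% = L-leucinethiol positive control wells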
Target sequence (Q9NZ08 whole entry, looked up): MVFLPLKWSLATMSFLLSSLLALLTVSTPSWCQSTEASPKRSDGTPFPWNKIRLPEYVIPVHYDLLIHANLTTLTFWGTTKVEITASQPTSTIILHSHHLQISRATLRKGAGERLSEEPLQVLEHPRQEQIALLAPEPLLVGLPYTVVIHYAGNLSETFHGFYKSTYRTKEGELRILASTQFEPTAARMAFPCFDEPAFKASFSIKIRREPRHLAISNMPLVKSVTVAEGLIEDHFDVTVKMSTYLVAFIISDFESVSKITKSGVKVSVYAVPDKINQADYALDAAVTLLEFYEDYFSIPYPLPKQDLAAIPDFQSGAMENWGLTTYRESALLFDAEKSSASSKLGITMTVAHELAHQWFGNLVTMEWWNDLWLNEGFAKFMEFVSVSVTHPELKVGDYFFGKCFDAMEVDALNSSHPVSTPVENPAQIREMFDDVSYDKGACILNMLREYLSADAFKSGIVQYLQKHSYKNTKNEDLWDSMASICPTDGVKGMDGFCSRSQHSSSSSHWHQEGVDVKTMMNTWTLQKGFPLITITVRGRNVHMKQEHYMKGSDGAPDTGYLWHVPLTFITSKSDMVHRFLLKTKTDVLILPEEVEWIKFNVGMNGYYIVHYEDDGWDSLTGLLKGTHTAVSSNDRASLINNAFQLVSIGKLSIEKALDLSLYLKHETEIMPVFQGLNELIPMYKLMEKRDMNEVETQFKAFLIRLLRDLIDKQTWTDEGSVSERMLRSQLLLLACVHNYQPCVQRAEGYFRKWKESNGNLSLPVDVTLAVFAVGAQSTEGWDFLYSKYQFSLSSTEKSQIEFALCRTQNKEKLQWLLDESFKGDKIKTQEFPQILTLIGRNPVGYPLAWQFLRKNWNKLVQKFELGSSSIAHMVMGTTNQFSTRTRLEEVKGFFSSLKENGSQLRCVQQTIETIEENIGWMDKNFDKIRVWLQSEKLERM
PGC1a acetyl inh = lowers PGC1a acetylation signal in U2OS cells; inhibition, % at 15.6 µM; AID 651687; actives 0.17% (n = 350,000); AlphaScreen anti-acetyl-lysine; with virally co-expressed GCN5 acetyltransferase;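 active means every replicate shows inhibition of at least 40%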;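 further: 0% = neutral control wells and 100% = positive control wells; some results beyond the cut were filed as inactive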
Cneo AK release = causes C. neoformans cell lysis; adenylate kinase release luminescence, 4 h; normalised: neutral wells 0, clomiphene wells 100; lysis activity, % at 15 µM; actives 0.2% (n = 360,000);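 active means mean lysis activity across replicates of at least 80%, whatever share of replicates individually reach that level; inactive means mean lysis activity below 80%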
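Assay system: C. neoformans cells. Amount: yeast cell density of 5 × 10^6 cells/mL. Technique: AK luminescence. Buffer or medium: YPD. Times: static 4 h at 37 °C with compound, 1 h detection. Dosing: single-point compound dose. Read-out: lysis from increased AK signal.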
* hit, by the source's call; . = no result given; & = joins results of further samples; [ ] = dose if it differs, or a comment.

SMILES	RAD54 branch	miR-122 sensor	PglD inh	RAD52 anneal inh	E-sel inducer	ERAP1 HTS inh	PGC1a acetyl inh	Cneo AK release
C[C@@H]1CCCCO[C@@H](CN(C)C(=O)CCC(F)(F)F)[C@H](C)CN([C@@H](C)CO)C(=O)c2cc(NC(=O)CCC(F)(F)F)ccc2O1	8	-3[16.7 µM]	-4	-11	.	-1	-6	1
O=C(O)c1cccc(-c2ccc(/C=c3/sc4nc5ccccc5n4c3=O)o2)c1	-25	-7	-3	-122	.	8	-3	-2
COc1cccc(C#Cc2cnc3c(c2)C(=O)N([C@H](C)CO)C[C@@H](C)[C@@H](CN(C)C(=O)C2CCCCC2)O3)c1	-3	6[16.7 µM]	3	-6	0.2	1	-8	2
C[C@@H]1CN([C@@H](C)CO)C(=O)c2cc(NS(=O)(=O)c3cccs3)ccc2O[C@@H](C)CCCCO[C@@H]1CN(C)C(=O)CCC(F)(F)F	-7	7[16.7 µM]	0	.	0.2	.	0	-2
CC(=O)N=C1SC2CS(=O)(=O)CC2N1c1ccccc1Cl (stereo not given)	15	-3	-5	.	.	.	5	-2
CC12C=CC3(O1)C(C(=O)N1CCCOC13)C2C(=O)O (stereo not given)	5	0	-3	-27	.	1	-8	0
O=C1NC(Cc2ccccc2)c2nc3ccc(Br)cc3c(=O)n2-c2cc3ccccc3cc21 (stereo not given)	-1	-5	-3	-5	-0.3	.	.	-2
CCCOC(=O)Cn1cnc2scc(-c3ccc(C)cc3)c2c1=O	0	-3	-5	-11	.	4	.	3
OC[C@@H]1[C@@H](c2ccc(C#Cc3ccccc3)cc2)[C@H]2CN(CC3CCOCC3)CCCCN12	18	-3[16.7 µM]	0	36	-0.1	-1	-33	1
Fc1ccccc1COc1ccc(-c2nnn(Cc3ccccc3F)n2)cc1	-3	3	-2	-12	0.0	-1	1	0
O=C(Cn1ccc2cc(S(=O)(=O)N3CCCC3)ccc21)NCc1ccco1	1	0	1	0	0.0	4	-6	1
Cc1ccnc(NC(=O)c2ccccc2NC(=O)c2ccc(Cl)cc2Cl)c1	-11	13	-5	-5	.	2	-11	-1

Already shown: entries from further up.
SMILES	RAD54 branch	miR-122 sensor	PglD inh	RAD52 anneal inh	E-sel inducer	ERAP1 HTS inh	PGC1a acetyl inh	Cneo AK release
O=C(O)c1cccc(-c2ccc(/C=c3/sc4nc5ccccc5n4c3=O)o2)c1	-25	-7	-3	-122	.	8	-3	-2
COc1cccc(C#Cc2cnc3c(c2)C(=O)N([C@H](C)CO)C[C@@H](C)[C@@H](CN(C)C(=O)C2CCCCC2)O3)c1	-3	6[16.7 µM]	3	-6	0.2	1	-8	2
C[C@@H]1CN([C@@H](C)CO)C(=O)c2cc(NS(=O)(=O)c3cccs3)ccc2O[C@@H](C)CCCCO[C@@H]1CN(C)C(=O)CCC(F)(F)F	-7	7[16.7 µM]	0	.	0.2	.	0	-2
CC(=O)N=C1SC2CS(=O)(=O)CC2N1c1ccccc1Cl (stereo not given)	15	-3	-5	.	.	.	5	-2
CC12C=CC3(O1)C(C(=O)N1CCCOC13)C2C(=O)O (stereo not given)	5	0	-3	-27	.	1	-8	0
O=C1NC(Cc2ccccc2)c2nc3ccc(Br)cc3c(=O)n2-c2cc3ccccc3cc21 (stereo not given)	-1	-5	-3	-5	-0.3	.	.	-2
CCCOC(=O)Cn1cnc2scc(-c3ccc(C)cc3)c2c1=O	0	-3	-5	-11	.	4	.	3
OC[C@@H]1[C@@H](c2ccc(C#Cc3ccccc3)cc2)[C@H]2CN(CC3CCOCC3)CCCCN12	18	-3[16.7 µM]	0	36	-0.1	-1	-33	1
Fc1ccccc1COc1ccc(-c2nnn(Cc3ccccc3F)n2)cc1	-3	3	-2	-12	0.0	-1	1	0
O=C(Cn1ccc2cc(S(=O)(=O)N3CCCC3)ccc21)NCc1ccco1	1	0	1	0	0.0	4	-6	1
Cc1ccnc(NC(=O)c2ccccc2NC(=O)c2ccc(Cl)cc2Cl)c1	-11	13	-5	-5	.	2	-11	-1

Further results follow:
SMILES	RAD54 branch	miR-122 sensor	PglD inh	RAD52 anneal inh	E-sel inducer	ERAP1 HTS inh	PGC1a acetyl inh	Cneo AK release
CCN(CC)C(=O)C1=C(C)N(Cc2ccc(F)cc2)C(=O)C(CC(=O)NC2CCCC2)C1 (stereo not given)	-14	-9	10	-14	.	-1	-21	0
CCC[C@H]1CN(c2ccccc2)C(=O)[C@@H]1CC(=O)Nc1ccc(OC)cc1	-5	11	-1	-9	0.3	4	-5	-2
C[C@@H]1CCCCO[C@H](CN(C)Cc2ccc(C(=O)O)cc2)[C@@H](C)CN([C@H](C)CO)C(=O)c2cc(NC(=O)Nc3cccc4ccccc34)ccc2O1	-2	3[16.7 µM]	-1	-13	0.4	-2	4	-1
O=C(C1CC(c2ccccc2O)=NO1)N1CCCC1 (stereo not given)	5	4	-1	-6	.	4	9	-1
CCN(CC)S(=O)(=O)c1cc(NC(=O)COC(=O)c2ccc(NC(=O)CC#N)cc2)ccc1C	-12	2	6	-20	0.4	-2	-6	-1
CCS(=O)(=O)N1CCC(C(=O)NCc2ccc(F)cc2Cl)CC1	10	-10	-8	-18	.	-2	7	-1
CCC(C)NC(=O)c1ccccc1NC(=O)/C(=C/c1ccc(OC)cc1)c1ccccc1 (stereo not given)	6	0	-2	.	5.3	.	.	0
Cc1cc(C)nc(SCC(=O)Nc2ccc(Br)cn2)n1	-2	2	5	.	.	.	-1	0
CN1CCN(C(=O)C[C@@H]2CC[C@H]3[C@@H](COC[C@H](O)CN3CC3CCCCC3)O2)CC1	-2	-1[16.7 µM]	2	39	.	1	-2	1
CCn1c(=O)n(CC)c2cc(NC(=O)c3ccccc3Cl)ccc21	-2	1	-10	-1	0.0	2	4	-1
COc1ccccc1N1CCN(C2CC(=O)N(c3ccccc3)C2=O)CC1 (stereo not given)	8	-9	0	-26	.	1	-25	0
Cc1ccc(C#N)c(SCCN2CCCCC2)n1	6	-3	0	-12	23	1	-1	-1
O=C1ON=C(c2ccccc2)/C1=C/c1ccco1	-17	0	9	-216	.	3	4	3
O=C(COc1ccc([N+](=O)[O-])cc1)NNC(=O)C1COc2ccccc2O1 (stereo not given)	-3	-5	2	4	-0.2	0	13	4
Cc1cc2ccccc2n1CCNC(=O)Cc1ccccc1	-6	-5	-4	-12	2.9	-3	.	0
Cc1cc(Oc2ccc(-c3ccccc3)cc2)nc(N2CCOCC2)n1	6	-3	3	.	.	.	-2	-2
O=C(Nc1ccc([N+](=O)[O-])cc1)NN1CCCCCC1	2	-4	-6	-28	0.4	-3	-5	-4
O=C(O)CCCCCCCCCC(=O)c1cccs1	4	-5	5	.	.	.	1	2
CCn1c(SCC(=O)NC2CC2)nnc1-c1ccc(F)cc1	8	-2	-2	7	-0.3	5	-2	0
CCCNC(=O)N1C[C@H]2[C@@H](c3ccccc31)[C@@H](CO)N2C(=O)CN1CCOCC1	0	14[16.7 µM]	13	.	0.3	.	-8	-5
Cc1ccnc(NC(c2ccsc2)c2ccc3ccc(C)nc3c2O)c1 (stereo not given)	8	0	-3	-15	.	-6	.	-1
COc1cc(Br)c(CN2CCCN(C)CC2)cc1OC	5	3	5	4	-0.1	5	13	0
NC1=NC(c2ccc(F)cc2)n2c(nc3ccccc32)N1 (stereo not given)	7	-7	-6	.	.	.	-6	-1
CNC[C@H]1Oc2c(NC(=O)C3CC3)cccc2C(=O)N([C@H](C)CO)C[C@H]1C	-7	-4[16.7 µM]	4	-4	0.2	5	3	-1
CC(C)(C)NS(=O)(=O)c1ccc(NC(=O)CS(=O)(=O)Cc2ccccc2)cc1	-7	6	-1	-6	-0.8	-1	-1	4
COc1ccc(C2CC(=O)C3=C(C2)Nc2ncnn2C3c2ccccc2C)c(OC)c1 (stereo not given)	-8	-19	-1	.	.	.	-12	0
COc1cc(S(=O)(=O)Nc2cccc(C(=O)O)c2)c(OC)cc1Cl	-7	9	0	.	.	.	-2	3
Cn1cnc2cc(NCc3cccs3)ccc21	9	5	-7	13	1.5	-2	9	-1
COc1ccc2c(c1)c(CC(=O)Nc1cccc(S(N)(=O)=O)c1)c(C)n2C(=O)c1ccc(Cl)cc1	-4	14	6	-14	3.5	.	-11	-13
C[C@H](CO)N1C[C@H](C)[C@@H](CN(C)S(=O)(=O)c2cccs2)Oc2c(NC(=O)NC3CCCCC3)cccc2C1=O	7&-3	20[16.7 µM]	3&-7	4&-4	0.0&-0.1	-2&-5	-11&3	-8&1
CCN(c1ccccc1)S(=O)(=O)c1ccc(Cl)c(NC(=O)Nc2ccc(Cl)cc2C#N)c1	0	-2	-1	-19	-1.6	1	-6	-4
C/C=C/c1ccc([C@@H]2[C@H]3CN(C(=O)Nc4ccc(OC)cc4)CCCCN3[C@H]2CO)cc1	7	15[16.7 µM]	2	-3	-0.1	0	6	114*
Cc1ccc(-c2csc3ncnc(SCC(=O)O)c23)cc1	-5	9	-2	-7	0.9	0	9	2
Nn1c(C2CCC2)nc2ccccc2c1=O	-6	-8	-4	-16	.	1	4	1
COc1ccccc1NC(=O)/C(=C\c1cccnc1)NC(=O)c1ccc(C)cc1	5	5	-2	-10	4.0	4	.	-1
O=C(Cn1c(=O)oc2cc(S(=O)(=O)N3CCCC3)ccc21)NC1CCCc2ccccc21 (stereo not given)	-3	1	-1	-6	-0.2	-2	-1	0
CCCc1ccc(-c2cc(C(=O)N/N=C/c3ccc([N+](=O)[O-])o3)c3ccccc3n2)cc1	5	6	5	.	.	.	3	-4
COc1cccc(NC(=O)COc2ccccc2)c1	-12	-2	-2	-1	0.2	0	4	-4
Cc1ccc(NS(=O)(=O)c2ccc(C(=O)OCC(=O)NCC3CCCO3)cc2)cc1 (stereo not given)	7	-4	-3	-4	-0.2	-3	-6	-1
Cc1cc(=O)[nH]c2nnc(SCC(=O)N3CC(C)OC(C)C3)n12 (stereo not given)	.	0	.	-5	-1.0	-3	12	.
CCCNC(=O)N1CC2(C1)CN(C(=O)Nc1ccc(F)cc1)[C@H](CO)c1[nH]c3cc(OC)ccc3c12	.	.	.	-6	0.4	-1	6	.
CCC(=O)N1CCN(c2ccc(NC(=S)NC(=O)c3cc4ccccc4o3)cc2)CC1	3	2	-3	-2	-0.6	1	.	0
COc1ccccc1N1CC(C)C(=O)NC1=S (stereo not given)	-4	-5	.	0	.	1	-10	0
COc1ccc2c3c(n(C)c2c1)[C@@H](CO)N(C(=O)CC1CC1)CC31CCN(Cc2ccncc2)CC1	.	.	.	10	0.5	0	2	.
CS(=O)(=O)Nc1ccc(C(=O)Nc2ccccc2-c2ccccc2)cc1	3	.	3	-9	.	1	.	-1
O=C(NNS(=O)(=O)c1ccccc1)c1ccc(F)cc1	6	5	1	-7	.	1	-4	1
CC1Sc2ccc(S(=O)(=O)NCCc3ccc(S(N)(=O)=O)cc3)cc2NC1=O (stereo not given)	-15	8	2	-10	.	4	9	0
CN(CC(=O)Nc1ccc(Cl)c(Cl)c1)C(=O)C1CCCC1	-4	-2	6	-6	-0.7	3	6	-2

Screening data as filed in PubChem BioAssay.
